TDP1 cell CPT – DT40-hTDP1 cell growth loss with CPT; chicken DT40 Tdp1-/-;hTDP1 cells + 20 nM CPT, ATP luminescence, 48 h; Potency, µM (doses to about 46.2 µM), without a hit: at the highest dose activity change, negative = growth inhibition, usual class: inhibitors; 420,000 tested, 12% active; AID 686979; note: nearly all actives have a fitted effect of over 55% in size
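Cell growth measured by CellTiter-Glo luminescence after a minimum 48 h, 37 C compound exposure with 20 nM CPT in Tdp1-knockout DT40 cells stably expressing hTDP1, seeded 400/well; qHTS titration format.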
DT40 TDP1 no CPT – qHTS for Inhibitors of human tyrosyl-DNA phosphodiesterase 1 (TDP1): qHTS in cells in absence of CPT; Potency, µM (top dose mostly 46.2 µM), for the others: top-dose activity change, negative = growth inhibition, usual class: inhibitors; 420,000 tested, 15% active; DT40 Tdp1-/- hTDP1 cells, no CPT, ATP luminescence, 48 h; note: nearly all actives have a fitted effect of over 55% in size
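DT40 Tdp1-/-;hTDP1 cells, no CPT (DMSO vehicle only), 400 cells/well; compounds pin-transferred; ≥48 hr, 37 °C; CellTiter-Glo 30 min RT dark, luminescence read.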
TDP1 block – blocks human tyrosyl-DNA phosphodiesterase 1; recombinant TDP1, AlphaScreen DNA substrate cleavage; Potency, µM (doses to about 130 µM), for the others: at the top dose activity change, negative = inhibition, actives largely listed as inhibitors; 350,000 tested, 0.28% active; AID 485290; note: nearly all actives have a fitted effect of over 40% in size
Target sequence (Q9NUW8 whole entry, looked up): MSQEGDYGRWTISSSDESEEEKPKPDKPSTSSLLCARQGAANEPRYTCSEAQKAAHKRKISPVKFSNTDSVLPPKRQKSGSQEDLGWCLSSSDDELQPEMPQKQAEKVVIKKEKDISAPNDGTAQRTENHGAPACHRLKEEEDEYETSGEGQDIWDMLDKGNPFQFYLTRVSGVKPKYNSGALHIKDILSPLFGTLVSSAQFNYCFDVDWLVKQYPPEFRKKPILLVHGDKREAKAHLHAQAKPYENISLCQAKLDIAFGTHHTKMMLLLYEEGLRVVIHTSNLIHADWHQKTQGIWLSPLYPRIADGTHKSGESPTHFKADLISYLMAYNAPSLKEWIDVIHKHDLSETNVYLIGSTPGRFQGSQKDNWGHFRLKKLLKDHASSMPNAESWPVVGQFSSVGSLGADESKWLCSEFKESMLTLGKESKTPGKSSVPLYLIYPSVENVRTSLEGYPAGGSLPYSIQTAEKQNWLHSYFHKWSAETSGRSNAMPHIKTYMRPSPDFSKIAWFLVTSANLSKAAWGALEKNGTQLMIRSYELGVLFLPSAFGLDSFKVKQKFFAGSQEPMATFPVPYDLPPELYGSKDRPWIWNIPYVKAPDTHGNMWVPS
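AlphaScreen read-out: signal falls as enzyme removes the 3' tyrosine-FITC from a 5'-biotinylated DNA oligo (15 nM, 5 min, RT). Enzyme was E. coli-made recombinant Tdp1 at 1 nM, exposed to compound for 15 min beforehand; beads 10 ug/ml, 10 min.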
Starred values were filed as active, the others as inactive; ? = inconclusive; · = no result given; & = joins results of further samples; [ ] = dose if it differs, or a comment. Calls come from the whole dose curve; as a rule, active = well fitted curve in the direction sought with a large enough effect; inconclusive = small, poorly fitted or top-dose-only effect, or another doubt; inactive = no such curve, though single readings can be large; an effect the other way counts as inactive or inconclusive. % is set by controls: 0 for no effect and ±100 for the full control effect; potency is the fitted concentration of half-maximal effect.

SMILES | TDP1 cell CPT | DT40 TDP1 no CPT | TDP1 block
Cc1ccc(C2Nc3cccc4cccc(c34)N2)s1 | ? | 18.4µM* | 2.7%
C/C(=N\NC(=O)c1ccccc1)c1ccccc1Br | 0.82µM* | 0.651µM* | -2.8%
COC(=O)CSc1nnc(CNc2ccc(OC)cc2)n1C | -0.2% | 5.3% | 7.0%
O=C(NCc1ccc(Cl)cc1)c1cc2ccccc2oc1=O | 2.2% | -23.6% | ·
COc1cc(NC(=O)C2CC(c3c(F)cccc3Cl)=NO2)cc(OC)c1OC (stereo not given) | ? | 10.3µM* | ·
CCN(CC)S(=O)(=O)c1ccc(S(=O)(=O)Nc2ccc(C(=O)N3CCCC3)cc2)cc1 | 1.5% | -15.3% | 4.8%
Cc1ccc(NC(=O)CN(C)C(=O)Cn2ncc(Cl)c(Cl)c2=O)cc1 | 3.26µM* | 2.59µM* | 3.4%
O=C(COC(=O)/C=C/c1cccc(Cl)c1)Nc1c(F)cccc1F | -27.7% | 13.4% | 0.5%
CC(NC(=O)COC(=O)C1CC1C)c1cccc(Cl)c1 (stereo not given) | -14.0% | 0.0% | -2.3%
Cc1cc(CN2CCCC(N3CCc4ccccc4C3)C2)cc(C)c1O (stereo not given) | 13µM* | ? | ·
Nc1nnc(-c2ccc(F)cc2)s1 | ? | -8.0% | 4.1%
Cc1ccc(-n2nc(C(=O)N3CCN(C)CC3)c3c4ccccc4n(C)c3c2=O)cc1 | -20.0% | -29.3% | ·
Nc1nc(SCC(=O)NCC2CCCO2)[nH]c(=O)c1NC(=O)c1ccc(F)c(F)c1 (stereo not given) | -4.9% | -2.5% | 6.4%
COc1ccc(OC)c(NC(=O)c2cc(-c3cc(Cl)ccc3O)n[nH]2)c1 | 18.4µM* | 11.6µM* | -6.1%
CCCn1ncc(CN2CCC(n3nccc3NC(=O)c3ccccc3OC)CC2)c1C | ? | -25.0% | 2.3%
CCn1cnc2cc(NCc3ccc(OC)cc3)ccc21 | -24.6% | ? | 6.0%
O=c1[nH]ccc2c(O)cccc12 | ? | 20.6µM* | 2.5%[56.1 µM]
N[C@@H](C(=O)N[C@@H]1C(=O)N2C(C(=O)O)=C(CSc3cn[nH]n3)CS[C@H]12)c1ccc(O)cc1 | 8.9% | 4.4% | ·
COc1cc2c(cc1OC)-c1cc(OCc3cccnc3)nc(=O)n1CC2 | -26.8% | -16.0% | 0.0%
CCCCn1c(=N)c(S(=O)(=O)c2ccccc2)cc2c(=O)n3cccc(C)c3nc21 | 0.1% | -17.6% | 2.8%

Overlap with the part before: five entries; new compounds follow.
SMILES | TDP1 cell CPT | DT40 TDP1 no CPT | TDP1 block
CCn1cnc2cc(NCc3ccc(OC)cc3)ccc21 | -24.6% | ? | 6.0%
O=c1[nH]ccc2c(O)cccc12 | ? | 20.6µM* | 2.5%[56.1 µM]
N[C@@H](C(=O)N[C@@H]1C(=O)N2C(C(=O)O)=C(CSc3cn[nH]n3)CS[C@H]12)c1ccc(O)cc1 | 8.9% | 4.4% | ·
COc1cc2c(cc1OC)-c1cc(OCc3cccnc3)nc(=O)n1CC2 | -26.8% | -16.0% | 0.0%
CCCCn1c(=N)c(S(=O)(=O)c2ccccc2)cc2c(=O)n3cccc(C)c3nc21 | 0.1% | -17.6% | 2.8%
CC1=C(C#N)C(c2cccnc2)C2=C(CCCC2=O)N1 (stereo not given) | 1.2% | 1.0% | 2.2%
COc1ccc(OC)c(NC(=O)CSc2ncc3c(n2)-c2ccccc2N(C)S3(=O)=O)c1 | ? | ? | 7.9%
O=C(CSc1ccc2nnc(-c3cccc(F)c3)n2n1)NCC1CCCO1 (stereo not given) | 2.6% | -18.6% | 5.7%
Cc1nc2ccc(NC(=O)Cc3ccc4c(c3)OCCO4)cc2s1 | -6.1% | ? | 7.9%
COc1ccc(S(=O)(=O)NCC(c2cccnc2)N2CCN(Cc3ccccc3)CC2)cc1 (stereo not given) | -22.7% | ? | 3.4%
Cc1ccc(Cc2cncc(O)c2)cc1S(=O)(=O)O | 6.6% | -0.5% | -11.4%
CCOc1ccc(N2CC(C(=O)NCCc3ccc(S(N)(=O)=O)cc3)CC2=O)cc1 (stereo not given) | 1.9% | -1.9% | -7.7%
Cc1ccccc1C(N)c1ccncc1 (stereo not given) | -6.7% | -1.4% | ·
COc1ccc(C(=O)N2CC(=O)N(CCc3ccccc3)C(=O)C2)cc1OC | -7.0% | -9.3% | 2.0%
CCOc1cccc(NC(=O)C2CC(=O)N(C)C(=Nc3cccc(OC)c3)S2)c1 (stereo not given) | ? | ? | -4.8%[12.3 µM]
O=C1c2ccccc2C(=O)N1Cc1ccccn1 | 4.5% | 0.4% | 2.1%&-2.7%
CS(=O)(=O)c1ccc(C(=O)OCc2nnc(-c3ccccc3)o2)cc1[N+](=O)[O-] | 3.66µM* | 10.3µM* | 7.7%
CC(=O)c1ccccc1C(=O)N1CCCC(CNC(=O)c2ccccc2Cl)C1 (stereo not given) | ? | ? | 1.0%
COC(OC)C1Nc2ccccc2C(=O)N1c1ccc(F)cc1 (stereo not given) | 2.2% | -19.8% | 5.6%
CSc1sc(C(=O)O)c(C)c1C(C)=O | 0.3% | ? | 3.5%
COc1ccc(NS(=O)(=O)c2cccc(C(=O)Nc3ccccc3C(=O)O)c2)cc1 | -8.4% | -2.6% | 4.0%
CCOc1ccccc1/C=N/n1c(C2CCCCC2)n[nH]c1=S | -20.9% | -1.0% | ·
Cc1cc(C)c(S(=O)(=O)NCC(c2cccnc2)N2CCN(Cc3ccccc3)CC2)c(C)c1 (stereo not given) | ? | ? | 3.7%
CCCN(CCC)CCCNC(=O)c1cn(CC)c2ccc(S(=O)(=O)N3CCc4ccccc4C3)cc2c1=O | 20.6µM* | 18.4µM* | 5.3%&0.0%
CCCNc1nc(-c2cc(-c3ccc(Cl)cc3)on2)cc(C(C)C)n1 | -3.0% | ? | 3.5%
C[C@@H]1CCC2[C@](C)(CO)[C@@H](O)CC[C@]2(C)[C@@]12CC[C@@](CO)(CC(=O)O)O2 (stereo not given in full) | 4.1% | -4.3% | ·
Cc1nnc2sc(SCC(=O)N3CCC(C)CC3)nn2c1=O | -2.8% | 11.4% | 4.7%
COC(=O)c1ccc(CSc2nnc(Nc3ccc(OC)cc3)s2)o1 | -27.4% | 0.8% | 9.2%
O=C(NCc1ccccc1)C(c1ccco1)N1CCN(C(=O)C2CCCO2)CC1 (stereo not given) | 6.5% | -4.6% | ·
Cn1nnnc1SCCNCc1cc(Br)ccc1OCc1ccccc1Cl | 23.1µM* | 16.4µM* | 8.4%
CCN(Cc1ccccc1)C(=O)COC(=O)c1cnc(C)cn1 | -6.0% | -0.3% | -3.5%
CCN(CC)CCCN(C(=O)c1ccccc1F)c1nc(-c2ccc(OC)cc2)cs1 | ? | ? | ·
Cc1ccc(S(=O)(=O)N2CCCC2)cc1C(=O)Nc1ccc(-n2cnnn2)cc1 | ? | -28.6% | 0.6%[56.1 µM]
O=c1cc2ncc(-c3[nH]ncc3[N+](=O)[O-])cn2[nH]1 | 2.2% | 17.5% | 3.1%
CCc1nn(CC(=O)NCCCN2CCOCC2)c(=O)c2cc3cc(F)ccc3n12 | 2.8% | 21.7% | 1.3%
O=C(NC1CCCCCC1)C1c2ccccc2C(=O)N1Cc1ccco1 (stereo not given) | 3.5% | 0.5% | 0.0%
CC(C)C(NCC(=O)Nc1ccccc1C(=O)NC1CC1)c1ccccc1 (stereo not given) | 16.4µM* | ? | 1.1%
O=C(CN(Cc1ccco1)C(=O)Cn1nnc(-c2cccs2)n1)NCc1ccccc1 | -19.3% | -19.2% | 7.4%
O=C(NCCC1=CCCCC1)c1ccc(-n2cncn2)cc1 | 3.7% | 10.9% | 2.3%
CC(C)CCC(C(=O)O)C(C)CC(=O)NC1CCCCC1 (stereo not given) | 3.7% | -5.7% | 0.0%
O=C(C=P(c1ccccc1)(c1ccccc1)c1ccccc1)c1ccccc1-c1ccccc1C(=O)C=P(c1ccccc1)(c1ccccc1)c1ccccc1 | 0.731µM* | 0.581µM* | ·
Cc1csc(NC(=O)CSc2nc3[nH]c(=O)cc(O)c3s2)n1 | 20.6µM* | 14.6µM* | ·
COC(=O)c1cnn(-c2ccc(C)c(C)c2)c1-n1cccc1 | ? | ? | 5.8%
CC(C(=O)Nc1ccc(F)cc1Cl)N(C)CCOc1ccccc1 (stereo not given) | -5.3% | -21.7% | ·
O=C(Cc1ccccc1)NCc1n[nH]c(=S)n1-c1ccccc1 | 17.6% | 4.1% | 0.0%
COc1ccccc1NC(=O)Cn1nnc(C(=O)Nc2ccccc2Br)c1N | -13.3% | 3.6% | 5.3%
O=C(NNC1CC(c2ccccc2)=NN1C(=O)c1ccccc1)c1ccccc1 (stereo not given) | 25.9µM* | 23.1µM* | 0.0%
CN[C@@H](CO)C(=O)NC[C@H]1O[C@@H](n2cnc3c(=O)[nH]c(N)nc32)[C@H](O)[C@@H]1O | 0.2% | 6.0% | ·
N#Cc1sc2nc(C3CC3)cc(-c3ccc(Cl)cc3)c2c1N | 16.4µM* | ? | ·
Cc1ccc(C)c(N2CCN(C(=O)CS(=O)(=O)c3cccc4nsnc34)CC2)c1 | ? | ? | 4.4%
COc1cccc(N2C(=O)C3C(C2=O)C3(c2ccccc2)c2ccccc2)c1 (stereo not given) | -13.2% | ? | 2.7%
Cc1ccc(OCC(=O)NNC(=O)c2ccccc2OCc2c(C)noc2C)cc1 | 3.3% | -19.4% | ·
Cc1cc(C)n(CCn2nc(C)cc2C)n1 | 11.9% | -22.5% | 3.8%
NC(=O)c1cc2cc(Cc3ccccc3Cl)ccc2oc1=O | ? | -32.8% | 2.5%
C#CCOCCOCCOCCNc1nc(N2CCN(C(=O)[C@H](CC(N)=O)n3cc([C@@H](N)CC(N)=O)nn3)CC2)nc(N2CCN(C(=O)[C@H](CC(N)=O)n3cc([C@@H](N)CC(N)=O)nn3)CC2)n1 | -3.0% | 1.1% | -0.2%

For reference, part of the list above:
SMILES | TDP1 cell CPT | DT40 TDP1 no CPT | TDP1 block
COc1cccc(N2C(=O)C3C(C2=O)C3(c2ccccc2)c2ccccc2)c1 (stereo not given) | -13.2% | ? | 2.7%
Cc1ccc(OCC(=O)NNC(=O)c2ccccc2OCc2c(C)noc2C)cc1 | 3.3% | -19.4% | ·
Cc1cc(C)n(CCn2nc(C)cc2C)n1 | 11.9% | -22.5% | 3.8%
NC(=O)c1cc2cc(Cc3ccccc3Cl)ccc2oc1=O | ? | -32.8% | 2.5%
C#CCOCCOCCOCCNc1nc(N2CCN(C(=O)[C@H](CC(N)=O)n3cc([C@@H](N)CC(N)=O)nn3)CC2)nc(N2CCN(C(=O)[C@H](CC(N)=O)n3cc([C@@H](N)CC(N)=O)nn3)CC2)n1 | -3.0% | 1.1% | -0.2%

Next compounds:
SMILES | TDP1 cell CPT | DT40 TDP1 no CPT | TDP1 block
O=C(O)CCCC(=O)Nc1cccc(-c2nc3ccccc3[nH]2)c1 | -6.9% | -6.4% | 3.1%
CN(C)CCCNC(=S)Nc1ccc(Br)cc1 | 0.8% | -2.4% | ·
CCCn1c(C(C)Nc2nc(-c3ccc(OC)cc3)cs2)nc2ccccc21 (stereo not given) | ? | ? | ·
O=C(OCc1cc(=O)n2nc(C3CC3)sc2n1)c1ccc(NC(=O)c2ccccc2F)cc1 | -16.2% | -16.1% | 1.2%
CNCC/C=C1/c2ccccc2CSc2ccccc21 | ? | ? | 3.3%
C#CCOCCOCCOCCNc1nc(N2CCOCC2)nc(N2CCN(C(=O)[C@H]([C@@H](C)CC)n3cc(CCCCN)nn3)CC2)n1 | -18.3% | 0.8% | 1.3%
